Assay outcomes as filed in PubChem.
Polio RdRp inh = inhibitors of poliovirus RNA polymerase binding and polymerization. hit rate 0.66% among 150,000. poliovirus polymerase elongation, fluorescence polarization; stronger effect = lower value. P03300. % elongation, % (compound at 16.7 µg/mL). AID 588519; in the data active = % elongation below about 90%; note: some results filed as inactive read as strong as hits
Target sequence (P03300 1749-2209 limits assumed): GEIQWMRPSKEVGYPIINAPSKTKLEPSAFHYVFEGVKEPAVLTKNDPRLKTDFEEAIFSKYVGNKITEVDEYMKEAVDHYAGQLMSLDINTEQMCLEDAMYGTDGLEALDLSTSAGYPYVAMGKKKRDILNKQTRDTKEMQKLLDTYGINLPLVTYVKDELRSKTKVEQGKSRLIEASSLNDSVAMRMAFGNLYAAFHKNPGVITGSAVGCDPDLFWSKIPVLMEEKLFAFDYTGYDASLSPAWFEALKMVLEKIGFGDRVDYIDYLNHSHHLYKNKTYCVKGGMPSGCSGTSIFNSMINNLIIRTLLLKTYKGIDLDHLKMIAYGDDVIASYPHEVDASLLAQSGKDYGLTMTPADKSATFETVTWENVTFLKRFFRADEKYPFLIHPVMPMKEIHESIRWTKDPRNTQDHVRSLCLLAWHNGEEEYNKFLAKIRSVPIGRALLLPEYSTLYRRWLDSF
Polio RdRp inh FP z-score = recorded beside Polio RdRp inh, whose call it bears; z-score; measured here: FP z-score; hits read low
* hit, by the source's call; & = joins results of further samples. These rows are one share of the data, so the mix of outcomes need not match the whole.

SMILES | Polio RdRp inh | Polio RdRp inh FP z-score
COC(=O)c1ccc(CSc2nccn2C)cc1 | 100 | -0.1
COc1ccc(NC(=O)c2sc3nc4c(cc3c2N)CCCCCC4)c(OC)c1 | 113 | 0.3
CCCCSCCCNC(=O)C1CCC(CNS(=O)(=O)c2ccccc2)CC1 (stereo not given) | 108 | 0.4
Cc1c(-c2ccccc2)cc2ccccn12 | 104 | 0.3
O=C(CSc1nc2ccccc2n1CC(=O)N1CCCC1)N1CCCCC1 | 102 | 0
Cc1nn(CCCC(=O)NC2CCCc3ccccc32)c(=O)c2nccn12 (stereo not given) | 100 | -1
C=CCc1ccccc1OCCSc1nc(-c2ccccc2F)nc2cc(=O)[nH]n12 | 106 | 0
O=C1Nc2ccccc2S/C1=C/c1ccc(C(=O)N2CCOCC2)cc1 | 101 | 0.2
CCOc1ccc(Nc2c(S(=O)(=O)c3ccccc3)cnc3ccccc23)cc1 | 105 | -0.2
Cc1cccc(NC(=O)c2cnc3sccn3c2=O)c1 | 101 | -0.3
COc1ccc(-c2nc(CS(=O)CC(=O)NCCc3ccc(Cl)cc3)c(C)o2)cc1OC (stereo not given) | 107 | 0.3
Cc1cc(C)nc(-n2nc(C)cc2NC(=O)CNCc2ccccc2)n1 | 113 | 0.8
O=C(CN1C(=O)c2cccnc2Oc2ccc(Cl)cc21)Nc1ccc(F)cc1 | 108 | 2.7
CCC(C(=O)N1CCN(c2ccccc2)CC1)n1c(C)c2cnn(-c3ccccc3)c(=O)c2c1C (stereo not given) | 106 | 0
O=C(O)c1ccc(Nc2ncnc3scc(-c4ccccc4)c23)cc1 | 104 | -0.1
COc1ccc(CNC(=O)C2CCN(S(=O)(=O)c3ccc4nc5c(c(C(=O)O)c4c3)CCCC5)CC2)cc1 | 102 | -1.2
CCC1(C)N([O-])C(C)=C(c2ccccc2)[N+]1=O (stereo not given) | 103 | 0.5
COc1cccc(NC(=O)Cn2cc(C(=O)c3ccc(C)cc3)c(=O)c3cc(OC)ccc32)c1 | 104 | -0.1
Cc1ccc(-c2nc(NC(=O)C(C(C)C)N3C(=O)c4ccccc4C3=O)sc2C)cc1 (stereo not given) | 99 | -0.2
CCn1c(C)nc2cc(C(=O)N3N=CCC3(O)C(F)(F)F)ccc21 (stereo not given) | 104 | 0.4
COCCNC(=O)c1ccccc1NC(=O)c1nsc2ccccc12 | 99 | -1.9
O=C(CSc1nnc(-c2ccncc2)n1-c1ccccc1)c1ccccc1 | 101 | -0.2
CO[C@H]1O[C@H](CO)C(O[C@@H]2OC(C(=O)O)[C@@H](O[C@H]3O[C@H](COS(=O)(=O)O)C(O[C@@H]4OC(C(=O)O)[C@@H](O[C@H]5O[C@H](CO)C(O[C@@H]6OC(C(=O)O)[C@@H](O[C@H]7O[C@H](COS(=O)(=O)O)C(O[C@@H]8OC(C(=O)O)=C[C@H](O)C8OS(=O)(=O)O)[C@H](O)[C@H]7NC(C)=O)[C@H](O)[C@H]6O)[C@H](O)[C@H]5NC(C)=O)[C@H](O)[C@H]4O)[C@H](O)[C@H]3NC(C)=O)[C@H](O)[C@H]2O)[C@H](O)[C@H]1NC(C)=O (stereo not given in full) | 99 | 0.2
NC(=O)C1CCN(C(=O)NC2CCCCC2)CC1 | 100 | -0.1
COC1c2c(c(-c3ccccc3)nn2-c2ccccc2)-c2nc3ccccc3n21 (stereo not given) | 101 | 0.1
O=c1[nH]c2sc3c(c2c2nncn12)CCCC3 | 101 | 0.1
c1ccc2c(c1)CCc1c-2nc2ccccc2c1N1CCOCC1 | 99 | -0.8
N#Cc1ccc(COC(=O)CSc2nnc(C3CCCCC3)n2N)cc1 | 106 | 0.4
COc1ccc(OCC(O)CNC(=S)Nc2ccc3c(c2)OCCO3)cc1 (stereo not given) | 101 | -0.1
CCOC(=O)N1CCN(CCC(=O)c2ccc(OC)cc2)CC1 | 103 | 0.4

Some of the entries so far, field by field:
Structure: O=C(CSc1nc2ccccc2n1CC(=O)N1CCCC1)N1CCCCC1
  Polio RdRp inh: 102
  Polio RdRp inh FP z-score: 0
Structure: Cc1nn(CCCC(=O)NC2CCCc3ccccc32)c(=O)c2nccn12 (stereo not given)
  Polio RdRp inh: 100
  Polio RdRp inh FP z-score: -1
Structure: C=CCc1ccccc1OCCSc1nc(-c2ccccc2F)nc2cc(=O)[nH]n12
  Polio RdRp inh: 106
  Polio RdRp inh FP z-score: 0

Further records follow.
SMILES | Polio RdRp inh | Polio RdRp inh FP z-score
CCc1ccc(S(=O)(=O)c2nnn3c2nc(N2CCC(C)CC2)c2cc(Cl)ccc23)cc1 | 110 | 1.4
O=C(COC(=O)c1ccc(CS(=O)(=O)c2ccccc2)o1)c1ccc[nH]1 | 106 | 0.4
Brc1ccc(NCc2c[nH]c3ccccc23)cc1 | 121 | 1.7
O=C(O)c1cc2c(s1)CCCC2 | 100 | -0.5
Cc1ccc(NC(=O)c2c(Nc3ccccc3C)sc(C(=O)c3ccccc3)c2N)cc1 | 110 | 0.7
Cc1occc1-c1nnc(SCCCC(=O)N2CCOCC2)n1-c1ccccc1 | 103 | 0.3
Cn1c(O)c(/C=N/N2CCOCC2)c2ccccc21 | 104 | 0.6
CCc1ccc(Oc2c(C(F)(F)F)oc3c(CN4CCC(C)CC4)c(O)ccc3c2=O)cc1 | 108 | 0.9
CCOC(=O)c1ccc2nsnc2c1 | 100 | -0.2
O=C(Cc1ccccc1)N(Cc1cccnc1)c1nc2c(F)cccc2s1 | 107 | 0
COCCn1c(SCC(=O)NC23CC4CC(CC(C4)C2)C3)nnc1-c1ccncc1 | 104 | 0.1
COc1cccc(NC(=O)Cn2c(=O)n(CCCC(=O)NCc3ccc4c(c3)OCO4)c(=O)c3ccccc32)c1 | 108 | 0.7
CC(C)(Oc1ccc(Cl)cc1)C(=O)O | 100&101 | 0&0.5
COC(=O)c1ccc2c(c1)NC(=O)C(C)N2 (stereo not given) | 72 | -9.6
CC(C)OP(=S)(OC(C)C)OC(C)C | 101 | 0.4
CCOC(=O)c1cnc2c(ccc3ccccc32)c1NCCOC(=O)C(C)(C)C | 102 | 0.2
COC(=O)C1=C(C)N(C)C(=O)/C1=C\c1cc(C)n(-c2ccc(C)cc2)c1C | 101 | 0.1
O=C(Nc1ccc(NC(=O)C2CC2)nc1)c1cccc(F)c1 | 100 | -0.3
CC1CN(C)C(C)CC1OC(=O)c1ccccc1 (stereo not given) | 101 | -0.3
CC1Cc2ccccc2N1C(=O)COC(=O)c1cc2ccccc2oc1=O (stereo not given) | 100 | -0.1
CCc1cc(C(=O)O)c(NC(=O)c2ccccc2)s1 | 99 | -0.7
CCc1cccc(NC(=O)CNS(=O)(=O)c2ccc3nc(C)sc3c2)c1 | 107 | 0.2
Nc1cccc(NC(=O)CCC(=O)NCc2ccco2)c1 | 100 | -0.4
CCCCOc1ccc(CNC(=O)c2cnc3sc(N4CCC(C)CC4)nn3c2=O)cc1 | 106 | 0
COc1cccc(Nc2sc(C(=O)c3ccc(F)cc3)c(N)c2C(=O)NCc2ccc(Cl)cc2)c1 | 121 | 3
CC1CCN(C(c2ccc(F)cc2)c2sc3nc(-c4ccco4)nn3c2O)CC1 (stereo not given) | 109 | 0.7
CC(OC(=O)c1ccc2c(c1)NC(=O)C1CCCN21)C(=O)Nc1cccc(C#N)c1 (stereo not given) | 105 | 0.1
Cc1ccc(-n2ncc3c(=O)n(CC(N)=O)cnc32)cc1 | 101 | -0.3
COc1cc(OC)c(OC)cc1CNCc1ccco1 | 103 | 0.4
O=C(Nc1ccc2nn(-c3ccccc3)nc2c1)c1ccc(-c2cccc(Cl)c2)o1 | 112 | 0.9
CC1CN(c2ncc(C(=O)OCc3ccc(Cl)cc3)c(C(F)(F)F)n2)CC(C)O1 (stereo not given) | 102 | 0.1
Cc1ccc(-c2noc(CNC(=O)C3CCCCC3)n2)cc1 | 102 | 0.1
CC(=O)n1cc(C2C(=O)CC(C)(C)CC2=O)c2ccccc21 | 101 | -0.4
CCC(=O)N1CCN(c2ccc(OC)cc2)CC1 | 94 | -1
Cc1cc(C)nc(SCc2nc3scc(C)n3c2Br)n1 | 104 | 0.3
CSc1nc2ccc(NS(=O)(=O)c3ccccc3C(F)(F)F)cc2s1 | 105 | 0.3
O=C(CNc1ccc(Cl)cc1F)N1CCCc2ccccc21 | 103 | 0.6
O=C(O)CP(=S)(c1ccccc1)c1ccccc1 | 100 | -0.3
COc1cccc(NC(=O)Cn2nnc(-c3nc(-c4ccccc4)no3)c2N)c1 | 105 | 0.5
O=C(O)c1nccnc1-c1nc2ccccc2s1 | 101 | -0.4
O=C(CCn1cccc1)NCCCc1ccccc1 | 101 | 0.1
CCc1cc(S(=O)(=O)n2ccnc2)ccc1OC | 102 | 0
CCn1c(SCC(=O)Nc2ccc(OC)cc2)nc2ccsc2c1=O | 104 | 1.2
CC1CN(C(=O)c2ccc(C(=O)c3ccccc3)cc2)CC(C)O1 (stereo not given) | 107 | 1.2
COc1ccccc1NC(=O)Cn1c(=O)n(CC(=O)NCc2ccccc2Cl)c(=O)c2sccc21 | 102 | -0.8
O=C(OCc1ccc(Cl)cc1)c1cc(=O)c2ccccc2o1 | 97 | -1.6
CC(=O)N/N=C/c1cc2ccccc2nc1Cl | 102 | 0.1
CCc1cccc(C)c1NC(=O)C1CCN(S(=O)(=O)c2cc(Br)cc3c2N(C(C)=O)CC3)CC1 | 104 | -0.2
CCOc1ccc(-c2oc3ccc(C)cc3c(=O)c2O)cc1 | 112 | 1.1
Nc1ccc(CN2C(=O)c3ccccc3C2=O)cc1 | 100 | -0.2
(cont.)
SMILES | Polio RdRp inh | Polio RdRp inh FP z-score
O=C(Nc1ccc(C2=NCCO2)cc1)c1ccc(C(F)(F)F)cc1 | 107 | 0.3
CN(Cc1ccccc1)C(=O)CCn1ccc2cc(S(=O)(=O)N3CCCCC3)ccc21 | 104 | 0.4
Cc1ccc(S(=O)(=O)NC(=O)c2nnc(-c3ccc(F)cc3)o2)cc1 | 102 | -0.1
COc1ccc(C=Nc2ccc3[nH]ncc3c2)c(O)c1 | 105 | 0.8
CN(C)c1nc(SCC#N)nc(N(C)C)n1 | 103 | 1.3
CO[C@@]1(NC(=O)CSCC#N)C(=O)N2C(C(=O)O)=C(CSc3nnnn3C)CS[C@@H]21 | 100 | 0
CC1CCCC(C)N1C(=O)c1cc2c(s1)-c1ccccc1OC2 (stereo not given) | 101 | -0.4
Nc1nc(S(=O)(=O)c2ccccc2)c(Cl)s1 | 102 | -0.2
C/C(=N\n1cnnc1)c1ccc(-n2cnnn2)cc1 | 100 | -0.3
CCNC(=S)Nc1ccc(F)cc1 | 104 | 0
CC(OC(=O)c1ccncc1)C(=O)Nc1cc(C(F)(F)F)ccc1Cl (stereo not given) | 104 | 1.2
NNC(=O)Cn1nnc(N2CCCC2)n1 | 108 | 0.8
COc1ccc(NC(=O)CCn2c(=O)c3cccn3c3cccnc32)c(OC)c1 | 112 | 1
COC(=O)Nc1nc2ccc(OC)cc2[nH]1 | 101 | 0
CCCN1CCC(Nc2ccc3c(c2)CCC3)CC1 | 100 | -0.2
CC(=O)N1CCCc2cc(S(=O)(=O)N3CCC(C(=O)Nc4c(C)cccc4C)CC3)ccc21 | 104 | -0.7
O=C(CCCSc1cccc[n+]1[O-])c1ccc(F)cc1 | 103 | 0.2
Cc1cc(C(=O)O)c(Cl)nc1C | 102 | 0
Cc1ccc(-n2c(C)cc(C=C3C(=O)NC(=O)NC3=O)c2C)cc1 | 85 | -6
COC(=O)COc1ccc(C)cc1C(C)(C)C | 104 | 0.8
CN1CC[n+]2cnc3ccccc3c21 | 103 | 0.3
Cc1ccc(C)c(NC(=O)Nc2nnc(N(CC(C)C)CC(C)C)s2)c1 | 110 | 0.5
O=C(Nc1cccc(C(=O)N2CCN(c3ccccc3)CC2)c1)C1=CSCCO1 | 102 | 0.4
CN1C(=O)c2ccccc2Sc2ccc(NC(=O)N3CCCCC3)cc21 | 100 | -0.8
O=C(Cn1nnc(-c2ccccc2F)n1)NCc1ccc2c(c1)OCO2 | 117 | 1.2
COc1ccc(CCC(=O)NC2CCC(C)CC2)cc1 (stereo not given) | 99 | -0.5
Nc1c(C(=O)c2ccc(Cl)cc2)oc2nc(-c3ccco3)cc(-c3cccs3)c12 | 117 | 2.1
COc1ccc(N2CC(C(=O)NCc3nnnn3-c3ccc(C)c(C)c3)CC2=O)cc1 (stereo not given) | 105 | -0.7
Cc1ccc(/C=C2\N=C(c3ccccc3)OC2=O)o1 | 101 | -0.1
CC(NC(=O)c1ccc2c(c1)N(Cc1cccc(F)c1)C(=O)c1ccccc1S2)c1ccccc1 (stereo not given) | 104 | -0.2
CC(C)c1ccc(S(=O)(=O)Nc2cc3c4c(oc3c3ccccc23)CCCC4)cc1 | 101 | -0.1
Cc1ccc(C(=O)CC(SC2CCCCC2)C(=O)O)cc1 (stereo not given) | 101 | -0.3
CCOC(=O)c1c(N2CCCC2=O)sc(C)c1CC | 103 | 0.1
CC1CCN(C(=O)c2ccc(-c3nn(C)c(=O)c4ccccc34)cc2)CC1 | 101 | -0.1
Cc1cccc(N2CCNCC2)c1 | 99 | -1

Filtered by structure, the entries above containing an aryl thioether with sulfur outside any ring (13)
SMILES | Polio RdRp inh | Polio RdRp inh FP z-score
COC(=O)c1ccc(CSc2nccn2C)cc1 | 100 | -0.1
O=C(CSc1nc2ccccc2n1CC(=O)N1CCCC1)N1CCCCC1 | 102 | 0
C=CCc1ccccc1OCCSc1nc(-c2ccccc2F)nc2cc(=O)[nH]n12 | 106 | 0
O=C(CSc1nnc(-c2ccncc2)n1-c1ccccc1)c1ccccc1 | 101 | -0.2
N#Cc1ccc(COC(=O)CSc2nnc(C3CCCCC3)n2N)cc1 | 106 | 0.4
Cc1occc1-c1nnc(SCCCC(=O)N2CCOCC2)n1-c1ccccc1 | 103 | 0.3
COCCn1c(SCC(=O)NC23CC4CC(CC(C4)C2)C3)nnc1-c1ccncc1 | 104 | 0.1
Cc1cc(C)nc(SCc2nc3scc(C)n3c2Br)n1 | 104 | 0.3
CSc1nc2ccc(NS(=O)(=O)c3ccccc3C(F)(F)F)cc2s1 | 105 | 0.3
CCn1c(SCC(=O)Nc2ccc(OC)cc2)nc2ccsc2c1=O | 104 | 1.2
CN(C)c1nc(SCC#N)nc(N(C)C)n1 | 103 | 1.3
CO[C@@]1(NC(=O)CSCC#N)C(=O)N2C(C(=O)O)=C(CSc3nnnn3C)CS[C@@H]21 | 100 | 0
O=C(CCCSc1cccc[n+]1[O-])c1ccc(F)cc1 | 103 | 0.2
